# PP5 inh: blocks human protein phosphatase 5 activity | P53041 | purified PP5c, OMFP substrate fluorescence | inhibition, % at 6.7 µM | 0.18% of 320,000 active | AID 1987;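 active means inhibition above the campaign's mean inhibition across all tested compounds plus 3 SD, cut at about 9.5% in these data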;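 further: 0% = DMSO only and 100% = 100 µM cantharidin control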
# ZTA counter: counter-screen for EBNA-1 inhibitors: inhibitors of Epstein-Barr virus ZTA. ZTA-DNA binding, fluorescence polarization. inhibition, % at 11 µM. 0.15% of 320,000 active. P03206. AID 2234; in the data active means inhibition above about 33%
# Target sequence (P03206 whole entry, looked up): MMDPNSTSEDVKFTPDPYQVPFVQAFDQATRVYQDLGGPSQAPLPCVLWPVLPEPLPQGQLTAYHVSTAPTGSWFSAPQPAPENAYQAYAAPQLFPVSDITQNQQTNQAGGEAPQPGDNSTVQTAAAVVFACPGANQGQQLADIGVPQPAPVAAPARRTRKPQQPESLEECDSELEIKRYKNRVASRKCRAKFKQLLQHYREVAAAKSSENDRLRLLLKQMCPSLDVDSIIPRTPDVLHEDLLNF
# TPT1 inh: inhibitors of Candida albicans tRNA 2'-phosphotransferase TPT1 | recombinant caTPT1, FP RNA substrate dephosphorylation | inhibition, % at 5 µM | 0.81% of 300,000 active | AID 1962;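 active means inhibition above the mean of all tested compounds plus 3 SD, set per screening campaign, cut at about 24% in these data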;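 further: plate controls were DMSO alone for no effect and ferristatin control at 100 nM for full effect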
# JMJD2C inh: human JMJD2C demethylase inhibition | Q9H3R0 | GST-JMJD2C(1-420) H3K9me3 demethylation, DELFIA europium | inhibition, % at 2.35 µM | 0.069% of 330,000 active | AID 2099;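 active means more than half of a compound's replicate wells show inhibition beyond 50%, single wells judged on their own value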;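 further: signal counts dimethyl H3K9 product captured on neutravidin plate; 0% = median of DMSO wells and 100% = 0.3 times that DMSO median; strong numbers were not always called active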
# Target sequence (Q9H3R0 1-420 limits assumed): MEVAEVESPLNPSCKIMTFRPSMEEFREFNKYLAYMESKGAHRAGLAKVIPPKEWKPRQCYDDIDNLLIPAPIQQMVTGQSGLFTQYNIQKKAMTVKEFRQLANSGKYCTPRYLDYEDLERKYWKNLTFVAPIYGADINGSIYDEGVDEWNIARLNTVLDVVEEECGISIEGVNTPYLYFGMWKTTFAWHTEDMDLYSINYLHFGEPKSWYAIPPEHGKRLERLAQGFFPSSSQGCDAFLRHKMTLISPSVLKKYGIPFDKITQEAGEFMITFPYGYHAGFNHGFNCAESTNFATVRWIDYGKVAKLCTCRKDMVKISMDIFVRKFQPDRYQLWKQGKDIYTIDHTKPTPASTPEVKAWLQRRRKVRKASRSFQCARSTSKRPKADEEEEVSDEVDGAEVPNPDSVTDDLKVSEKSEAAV
# core dimer inh: HCV core protein dimerization inhibition; TR-FRET GST/Flag-core106 dimerization, 1536-well; inhibition, % at 5 µM; 0.33% of 300,000 active;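 active means inhibition above the mean of all tested compounds plus 3 SD, set per screening campaign, cut at about 45% in these data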
#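 test system = GST/Flag-tagged HCV core106 proteins | probe or stimulus = Eu donor and XL665 acceptor anti-tag antibodies | times = compound-protein-antibody incubation 4 h at 22.5 °C | signal = TR-FRET, excitation 340 nm, emission 617 and 671 nm | measure = percent inhibition of core106 dimerization signal | controls = wells lacking GST-core106 and wells with excess unlabelled core106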
# Yeast superoxide: lowers age-related superoxide in aged yeast cells. AID 2690. superoxide response (% of plate mean), % at 10 µM. 0.18% of 330,000 active. S. cerevisiae aged cells, superoxide DHE fluorescence; hits give low values;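 active means superoxide response under a set limit, about three screen SD below normal, cut at about 65% in these data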;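 further: yeast aged for seven days with compound at 30 °C before DHE staining; 100% = average MFI of all compound-treated wells on the plate with controls excluded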
# EBNA-1 inh: blocks EBNA-1 binding to DNA | EBNA-1 DNA binding, fluorescence polarization | inhibition, % at 14.8 µM | 0.34% of 300,000 active | AID 1950; in the data active means inhibition above about 28%
# CTSL1 counter: counter-screen for PFM18AAP inhibitors: inhibitors of F. hepatica cathepsin L1; recombinant F. hepatica cathepsin L1, Z-Leu-Arg-MCA fluorescence; inhibition, % at 5.96 µM; 0.49% of 300,000 active;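 active means inhibition above the mean of all tested compounds plus 3 SD, set per screening campaign, cut at about 17% in these data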;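 further: 0% = plate median of test compound wells and 100% = 1 µM Z-Phe-Ala-diazomethylketone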
# PP1 inh: PP1-alpha (human) inhibition in PP5 counter-screen. 0.9% of 320,000 active. AID 2235. inhibition, % at 6.7 µM. P62136. purified PP1alpha, OMFP fluorescence;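 active means inhibition above the mean inhibition of all tested compounds plus 3 SD, computed separately for each screening campaign, cut at about 15% in these data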
# Target sequence (P62136 whole entry, looked up): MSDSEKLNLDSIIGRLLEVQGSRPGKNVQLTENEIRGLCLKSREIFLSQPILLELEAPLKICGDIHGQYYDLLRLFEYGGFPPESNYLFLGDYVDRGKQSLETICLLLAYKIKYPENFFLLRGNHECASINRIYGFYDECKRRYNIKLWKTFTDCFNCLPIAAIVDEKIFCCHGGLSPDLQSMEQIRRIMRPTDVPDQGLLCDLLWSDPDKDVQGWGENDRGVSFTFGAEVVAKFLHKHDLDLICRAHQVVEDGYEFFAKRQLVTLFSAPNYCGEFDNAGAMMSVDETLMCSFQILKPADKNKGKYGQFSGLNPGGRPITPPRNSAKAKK
# An asterisk follows results filed as active; . = no result given.
SMILES,PP5 inh,ZTA counter,TPT1 inh,JMJD2C inh,core dimer inh,Yeast superoxide,EBNA-1 inh,CTSL1 counter,PP1 inh
COc1cc(NC(=O)Cc2cccs2)cc(OC)c1,-0.1,-5,-1,-6,6,90,7,-1,-4
O=C(NCCN1CCCC1)c1ccc(Cl)cc1Cl,-0.8,14,-1,2,6,97,4,-8,0
COCCCN(C(=O)c1ccc2ccccc2n1)c1c(N)n(Cc2ccccc2)c(=O)[nH]c1=O,0.9,1,.,-2,.,95,.,.,-2
COc1ccc(/C=C/C(=O)O)cc1S(=O)(=O)N1CCCc2ccccc21,0.3,8,-5,3,2,104,10,1,1
Cc1ccccc1-n1c(SCC(=O)Nc2ccccc2Cl)nc2n[nH]c(C)c2c1=N,-0.1,0,-1,1,-6,81,-18,11,-4
CC(NC(=O)C(=O)NCCCn1ccnc1)c1ccccc1 (stereo not drawn),0.7,1,0,-4,-6,79,3,2,1
COc1ccc(OCCCC(=O)NCCc2ccccc2)cc1,1.2,2,0,1,-6,93,7,1,1
CC(C)(C)NC(=O)COc1ccc2oc3c(c2c1)CCCC3,2.2,-22,3,11,-2,106,-10,-3,2
Cc1ccc(NC(=O)c2c([N+](=O)[O-])c(C(C)(C)C)nn2C)c(C)c1,3.1,-21,-3,-1,-8,100,2,-1,3
O=C(CSc1nnc(-c2cccnc2)o1)Oc1ccccc1,0.5,4,-1,8,-6,94,11,-16,-2
O=C(CSc1nc(=O)n(CCN2CCOCC2)c2c1CCCC2)Nc1cccc([N+](=O)[O-])c1,0.5,4,1,5,1,96,-1,1,-2
COc1cccc(CC(=O)N2CCC(n3nccc3NC(=O)C3CCOC3)CC2)c1 (stereo not drawn),-0.6,2,-3,0,7,96,-4,0,-2
COc1ccc(NC(=O)Nc2cc(F)ccc2C)cc1,0.8,-10,-2,-2,0,86,-2,3,-5
Cc1ccc(OCCCC(=O)Nc2nnc(C3CCCO3)s2)c(C)c1 (stereo not drawn),0.1,1,6,-18,3,102,-2,-1,0
O=S(=O)(Nc1ccc(S(=O)(=O)N2CCCC2)cc1)c1ccc(F)cc1,1.4,9,-1,1,7,100,7,-5,-4
Cc1ccc(C(=O)NNC(=O)C2CSC3(C)CCC(=O)N23)cc1 (stereo not drawn),0.2,-11,-3,0,-5,96,-4,5,4
CCOc1ccc(CN(C)C(=O)CNC(=O)c2ccc3ccccc3c2)cc1OC,2.6,-25,-4,3,-2,88,-8,8,8
CSc1nnc(C)c(=O)n1COC(=O)c1ccc(S(=O)(=O)N2CCCC2)cc1,-0.1,3,-2,-4,0,108,6,-4,0
O=c1[nH]c(SCc2ccc(Cl)cc2)nc2c1CCC2,0.2,15,-2,3,1,112,17,1,-3
O=C(c1ccc(-c2ccc(Cl)cc2)o1)N1CCN(S(=O)(=O)c2cccs2)CC1,3.9,-7,.,-4,.,141,.,.,4
O=C(Nc1nnc(CCc2ccccc2)s1)c1cccs1,3.4,12,1,5,-1,104,-15,4,3
CCc1ccccc1-n1c(-c2ccncc2)n[nH]c1=S,2.0,12,-1,7,-5,86,6,0,-5
COc1ccc([N+](=O)[O-])cc1NC(=S)NC(NC(C)=O)C(Cl)(Cl)Cl (stereo not drawn),3.0,1,0,-17,1,105,-7,-1,1
CCOc1ccc(CCNC(=O)c2cccnc2N2CCCC2)cc1OCC,3.0,-12,-3,-1,-3,94,2,-1,3
O=C(O)CCNS(=O)(=O)c1ccccc1C(F)(F)F,-0.8,9,2,20,-2,86,14,-1,0

# Single records (already shown).
# O=C(c1ccc(-c2ccc(Cl)cc2)o1)N1CCN(S(=O)(=O)c2cccs2)CC1 across the screens: PP5 inh = 3.9; ZTA counter = -7; TPT1 inh = .; JMJD2C inh = -4; core dimer inh = .; Yeast superoxide = 141; EBNA-1 inh = .; CTSL1 counter = .; PP1 inh = 4
# O=c1[nH]c(SCc2ccc(Cl)cc2)nc2c1CCC2 across the screens: PP5 inh = 0.2; ZTA counter = 15; TPT1 inh = -2; JMJD2C inh = 3; core dimer inh = 1; Yeast superoxide = 112; EBNA-1 inh = 17; CTSL1 counter = 1; PP1 inh = -3

# Grouped by structure, those above containing a nitro group on carbon.
SMILES,PP5 inh,ZTA counter,TPT1 inh,JMJD2C inh,core dimer inh,Yeast superoxide,EBNA-1 inh,CTSL1 counter,PP1 inh
Cc1ccc(NC(=O)c2c([N+](=O)[O-])c(C(C)(C)C)nn2C)c(C)c1,3.1,-21,-3,-1,-8,100,2,-1,3
O=C(CSc1nc(=O)n(CCN2CCOCC2)c2c1CCCC2)Nc1cccc([N+](=O)[O-])c1,0.5,4,1,5,1,96,-1,1,-2
COc1ccc([N+](=O)[O-])cc1NC(=S)NC(NC(C)=O)C(Cl)(Cl)Cl (stereo not drawn),3.0,1,0,-17,1,105,-7,-1,1

# The main list resumes; the 4 compounds before the break are reprinted first.
SMILES,PP5 inh,ZTA counter,TPT1 inh,JMJD2C inh,core dimer inh,Yeast superoxide,EBNA-1 inh,CTSL1 counter,PP1 inh
CCc1ccccc1-n1c(-c2ccncc2)n[nH]c1=S,2.0,12,-1,7,-5,86,6,0,-5
COc1ccc([N+](=O)[O-])cc1NC(=S)NC(NC(C)=O)C(Cl)(Cl)Cl (stereo not drawn),3.0,1,0,-17,1,105,-7,-1,1
CCOc1ccc(CCNC(=O)c2cccnc2N2CCCC2)cc1OCC,3.0,-12,-3,-1,-3,94,2,-1,3
O=C(O)CCNS(=O)(=O)c1ccccc1C(F)(F)F,-0.8,9,2,20,-2,86,14,-1,0
O=C(COC(=O)C1CCN(S(=O)(=O)c2cccc3cccnc23)CC1)c1ccccc1,3.7,11,-4,-5,5,99,7,-5,2
Cn1nc(-c2ccccc2)cc1NC(=O)CCCC(=O)O,0.5,-7,0,4,-2,95,-6,5,-2
Oc1ccc(-c2nnc(Nc3ccccc3)c3ccccc23)cc1,2.8,-19,2,-4,7,118,-15,2,-1
CSc1nc(-c2ccccc2)cn1-c1ccc(NC(C)=O)cc1,6.3,-12,-3,7,-11,109,1,-13,-5
Cc1ccc[n+](Cc2ccc([N+](=O)[O-])cc2)c1,1.0,-1,-1,-4,-4,111,-13,-3,1
O=C(CCSCc1ccccc1F)NCCc1ccccc1,0.2,6,-2,48,6,93,2,5,-1
CCOc1ccc(OCC)c(NC(=O)CC2Oc3ccc(C)cc3NC2=O)c1 (stereo not drawn),1.2,4,-3,-3,-3,109,0,3,13
O=C(CCN1C(=O)c2cccc3cccc(c23)C1=O)NCc1cccnc1,2.2,11,-2,5,-2,101,5,-1,2
Cc1nn(C)c(C)c1S(=O)(=O)Nc1ccc2c(c1)OCO2,-0.2,-4,-4,-8,19,104,-11,5,-2
C=CCNC(=O)COC(=O)c1cccnc1Nc1ccccc1F,1.7,-5,-1,12,1,112,-3,5,-3
CC(C)c1nc2oc3c(NCc4cccnc4)ncnc3c2c2c1CCC2,-0.7,-5,-3,0,3,91,-5,0,0
Cc1ccc(-c2csc(Cc3nc(-c4ccc5c(c4)CCC(=O)N5)cs3)n2)cc1,3.9,1,21,3,25,95,11,0,36*
COC(=O)c1ccc(CN(c2ccccn2)S(=O)(=O)c2ccccc2)cc1,3.6,-7,4,12,2,105,-9,1,-1
CCc1ccc(CNc2ccc3c(c2)ncn3CC)cc1,-2.2,15,0,16,2,95,10,0,-2
O=C(Cn1cnc2ccccc21)Nc1cccc([N+](=O)[O-])c1,-0.5,13,2,9,2,86,3,2,-7
Cc1ccc(-c2nn3c(C)nnc3s2)cc1NCc1c(F)cccc1Cl,3.2,-1,0,6,12,115,-5,4,3
COc1ccc2nc(C)cc(NCc3cccc(C(F)(F)F)c3)c2c1,0.6,8,1,-31,9,97,2,6,-2
O=C(CN1C(=O)c2ccccc2C1=O)NCC(=O)OCC(=O)c1ccc(Br)cc1,2.2,2,5,-1,3,94,-2,-19,0
Nn1c(SCC(=O)Nc2ccccc2Br)nnc1-c1ccco1,-1.1,0,2,-3,4,80,1,2,-3
CC(NC(=O)c1cccc(S(=O)(=O)N(C)C)c1)c1nc2ccccc2[nH]1 (stereo not drawn),0.5,-4,1,4,1,99,3,6,-6
Cc1ccc(CNC(=O)CNS(=O)(=O)c2cccc3nsnc23)cc1,-1.1,-2,2,5,-1,100,-10,5,-2
O=C(NCC1CCCO1)/C(=C\c1ccc(Cl)cc1)NC(=O)c1ccccc1 (stereo not drawn),2.7,-9,-5,2,4,98,3,-2,-1
Cc1cccc(-c2c3c(nc4c2c(=O)n(C)c(=O)n4C)-c2ccccc2C3O)c1 (stereo not drawn),-0.1,13,-1,6,-11,109,9,0,0
O=C(Cc1c(O)c2ccccc2[nH]c1=O)NCc1ccc(F)cc1,2.0,-28,-3,4,-9,100,-1,-3,-1
CCOC(=O)CNC(=O)c1ccc2[nH]c3c(c2c1)CCCC3,-0.7,-1,-1,-1,0,84,-6,2,-2

# Later entries
SMILES,PP5 inh,ZTA counter,TPT1 inh,JMJD2C inh,core dimer inh,Yeast superoxide,EBNA-1 inh,CTSL1 counter,PP1 inh
O=C(CC12CC3CC(CC(Br)(C3)C1)C2)NC1=NCCS1,0.5,12,2,-8,4,102,3,-2,11
Cc1ccc2c(cnn2C(=O)CCC(=O)NC2CCCC2)c1,3.8,-10,-1,-5,-4,97,-5,3,-2
COc1ccc(-c2nnc(SCCc3ccccc3)n2N)cc1,-0.5,18,1,4,4,87,-3,1,-3
CCCN1Cc2cccc(C(=O)NCc3ccccc3)c2C1=O,5.2,-23,-2,-1,-5,105,-3,-4,0
Nc1cc(=O)[nH]c(SCCSc2ccc(F)cc2)n1,2.8,-2,-3,-2,3,89,-1,-1,3
COc1ccc(C(=O)c2nc3c(n2O)CCCCC3)cc1,-0.6,12,-1,-15,-1,101,11,3,-2
O=C(OC1CSc2nc3ccccc3n2C1)c1ccco1 (stereo not drawn),-1.9,-7,2,2,3,91,1,-4,-3
COC(=O)c1ccc(Cn2c(C)cc(C)[n+]2C)o1,2.0,6,4,-8,-2,108,-1,3,-1
Cc1oc(-c2cccc(Cl)c2)nc1CS(=O)(=O)CC(=O)NC1CC1,2.5,-26,-6,9,-14,104,-12,2,-4
Cc1[nH][nH]c(=O)c1C(c1ccc(Br)cc1)c1c(C)[nH][nH]c1=O,-3.7,-6,-1,1,-8,111,13,0,0
CCOc1ccc(NC(=O)/C=C/c2ccccc2)c([N+](=O)[O-])c1,1.5,4,2,-11,0,103,0,4,-1
C=CCn1c(SCC(=O)NC2CCCC2)nnc1-c1cccnc1,-0.5,-8,3,-5,3,95,2,-1,-1
CCNS(=O)(=O)c1ccc(C(=O)OCc2cc(=O)oc3cc(OC)ccc23)cc1,-0.1,6,0,6,27,94,2,0,2
CSCCC(NC(=O)c1ccccc1Br)C(=O)NNC(=O)c1ccco1 (stereo not drawn),2.2,-6,.,.,.,94,.,.,-2
CCc1ccc(OCC(=O)Nc2ccc3oc(=O)ccc3c2)cc1,-0.4,7,-3,9,8,98,6,1,2
